Source: PubChem
EPAC1 agonist: EPAC1 (human) agonism. Potency, µM (doses to about 154 µM), for inactives: top-dose activation, most hits filed as activators. AID 720707. EPAC1 agonist qHTS, biochemical assay; response scale: 100% = response to 6.5 mM cAMP. O95398. hit rate 0.073% among 360,000; note: potency is the fitted concentration of half-maximal effect; nearly all actives have a fitted effect of over 60% in size
Target sequence (O95398 whole entry, looked up): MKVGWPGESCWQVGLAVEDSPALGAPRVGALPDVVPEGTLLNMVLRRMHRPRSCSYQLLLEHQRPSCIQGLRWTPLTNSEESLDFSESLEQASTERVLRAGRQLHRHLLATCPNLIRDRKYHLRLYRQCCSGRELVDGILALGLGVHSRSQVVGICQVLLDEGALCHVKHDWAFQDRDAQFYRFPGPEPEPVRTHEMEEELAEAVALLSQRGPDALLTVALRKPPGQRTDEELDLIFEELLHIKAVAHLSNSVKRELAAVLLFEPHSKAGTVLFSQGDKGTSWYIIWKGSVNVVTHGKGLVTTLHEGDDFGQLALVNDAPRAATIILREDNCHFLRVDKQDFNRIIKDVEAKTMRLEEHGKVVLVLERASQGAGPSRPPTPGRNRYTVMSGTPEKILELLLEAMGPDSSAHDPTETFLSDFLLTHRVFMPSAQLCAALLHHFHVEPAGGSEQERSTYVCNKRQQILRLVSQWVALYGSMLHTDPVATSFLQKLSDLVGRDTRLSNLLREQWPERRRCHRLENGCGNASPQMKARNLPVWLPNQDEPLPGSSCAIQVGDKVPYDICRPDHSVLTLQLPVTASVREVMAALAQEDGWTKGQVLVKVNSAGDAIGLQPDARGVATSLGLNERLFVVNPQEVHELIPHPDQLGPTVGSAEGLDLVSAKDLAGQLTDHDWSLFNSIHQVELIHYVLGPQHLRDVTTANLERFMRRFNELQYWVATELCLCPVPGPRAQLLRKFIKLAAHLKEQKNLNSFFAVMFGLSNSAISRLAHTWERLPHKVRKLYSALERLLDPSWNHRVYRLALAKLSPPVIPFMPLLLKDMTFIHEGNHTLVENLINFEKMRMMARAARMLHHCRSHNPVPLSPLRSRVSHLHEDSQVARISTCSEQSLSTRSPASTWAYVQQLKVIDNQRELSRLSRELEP
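Nucleotide exchange assay: 100 nM EPAC1 with 250 nM Rap1B loaded with BODIPY-GDP and 50 uM GDP, room temperature. Fluorescence (480/540 nm) read every 5 min for 30 min; signal change normalized to 6.5 mM cAMP as full agonist.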
WRN inhibitor: inhibitors of human WRN helicase. Potency, µM (highest dose often 114 µM), inactives show at the top dose activity change, negative = inhibition, usual class: inhibitors. hit rate 0.46% among 360,000. WRN helicase unwinding, fluorescent forked duplex, kinetic; note: potency is the fitted concentration of half-maximal effect; % is set by controls: 0 for no effect and ±100 for the full control effect; nearly all actives have a fitted effect of over 55% in size
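Kinetic red-fluorescence monitoring (525/598 nm) tracks WRN helicase activity after 100 nM fluorophore-quencher forked duplex and 2 mM ATP are added to 20 nM enzyme pretreated 15 min at room temperature with compound.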
IL-2 act: activators of IL-2. IL-2 activation reporter assay, cell-based qHTS; stimulated with anti-CD3/CD4/CD28 beads; in transgenic mouse T cells. activation, % (series mostly up to about 46 µM). hit rate 0.065% among 360,000. AID 652025; in the data active = activation above about 50%; inconclusive = mostly about 30% to 49%; note: 0% is about no effect
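Unstimulated transgenic mouse T cells; 60-min compound exposure; bead-based TCR/CD4/CD28 stimulation; 18 h culture, 37 degrees C; dual fluorescence (EGFP, DsRed) plate cytometry.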
EPAC1 antagonist: antagonists of human EPAC1 | O95398 | EPAC1 GEF assay, Rap1b-BODIPY-GDP exchange fluorescence | Potency, µM (top dose mostly 115 µM), without a hit: at the highest dose activity change, negative = inhibition, hits mostly inhibitors | hit rate 0.14% among 360,000;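 note: potency is the fitted concentration of half-maximal effect; plate controls were vehicle for no effect and positive control for full effect; nearly all actives have a fitted effect of over 50% in size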
PI5P4Ka inh: PI5P4K alpha (human) kinase inhibition. max response, %. P48426. PI5P4Kalpha enzyme, ADP-Glo luminescence, 60 min; hits give low values. hit rate 1.2% among 330,000; active = max response of -50% or lower; inconclusive = between -30% and -50%; inactive = -30% or higher; note: value at the top dose of about 77 µM; % is set by controls: 0 for no effect and ±100 for the full control effect
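Human PI5P4Kalpha with substrate in 0.038 M HEPES pH 7.4, 0.28 mM EGTA, 0.1% CHAPS, 5% DMSO; reaction started with 5 microM ATP (final), 60 min at room temperature. ADP formed read by ADP-Glo luminescence.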
Abeta rescue: compounds reversing amyloid beta toxicity in yeast | yeast expressing A-beta42, growth rescue, OD600, 48 h; response scale: 0% DMSO, 100% iron-clioquinol control | Potency, µM (highest dose often 46.1 µM), for the others: at the highest dose growth rescue, actives largely listed as activators | hit rate 0.063% among 410,000 | AID 1347071; note: potency is the fitted concentration of half-maximal effect; nearly all actives have a fitted effect of over 55% in size
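Yeast A-beta toxicity model in growth medium with pinned compounds, 48 h at 30 C; growth read as absorbance at 600 nm. Normalized to FeCl3/clioquinol equimolar mix (positive) and DMSO (negative).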
aSyn yeast inh: inhibitors of alpha-synuclein toxicity in yeast; Yeast expressing alpha-synuclein, growth rescue, BacTiter-Glo, 24 h; Potency, µM (highest dose often 46.1 µM), for the others: top-dose growth rescue (activation), hits mostly activators; hit rate 0.14% among 370,000; AID 652106; note: potency is the fitted concentration of half-maximal effect; % of control where 0% means no effect; nearly all actives have a fitted effect of over 65% in size
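Rescue of yeast growth: cells expressing toxic alpha-synuclein, induced in galactose at OD600 0.02, incubated with compound 24 h at 30 C. ATP luminescence quantified growth; inhibitors of toxicity appear as activators.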
PLK1 PBD block: inhibitors of human PLK1 polo-box domain binding; P53350; Plk1 PBD binding of FITC phosphopeptide, fluorescence polarization; Potency, µM, inactives show max response, negative = inhibition, most hits filed as inhibitors; hit rate 2.8% among 360,000; AID 720504; note: potency is the fitted concentration of half-maximal effect; series mostly up to about 57 µM; % is set by controls: 0 for no effect and ±100 for the full control effect; nearly all actives have a fitted effect of over 65% in size
FUS yeast rescue: suppressors of FUS proteinopathy in yeast; S. cerevisiae FUS-expressing, growth rescue, OD600, 24 h; Potency, µM (highest dose often 76.6 µM), for inactives: at the highest dose growth rescue (activation), usual class: activators; hit rate 0.24% among 390,000;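 note: potency is the fitted concentration of half-maximal effect; plate controls were DMSO vehicle for no effect and reference control for full effect; nearly all actives have a fitted effect of over 55% in size; some results filed as inactive show a strong effect at the top dose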
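Galactose (2%) drives FUS expression in yeast precultured in raffinose; seeding density OD 0.005. Test compounds incubated 24hr at 30C and 99% humidity before absorbance at 600 nm was measured.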
Starred values were filed as active, the others as inactive; u = inconclusive; x = no result given; [ ] = dose if it differs, or a comment. Unless noted, calls come from the whole dose curve; as a rule, active = well fitted curve in the direction sought with a large enough effect; inconclusive = small, poorly fitted or top-dose-only effect, or another doubt; inactive = no such curve, though single readings can be large; an effect the other way counts as inactive or inconclusive.

SMILES	EPAC1 agonist	WRN inhibitor	IL-2 act	EPAC1 antagonist	PI5P4Ka inh	Abeta rescue	aSyn yeast inh	PLK1 PBD block	FUS yeast rescue
CCOC(=O)c1cccc(NS(=O)(=O)c2cnc[nH]2)c1	0%	3%	-1.8	2%	-1	18%	2%	-4%	3%
COc1ccccc1-n1c(=O)c2c3c(sc2n2c(=S)[nH]nc12)CCC3	5%	-24%	-0.3	-7%	-15	-8%	-4%	-20%	18%
CC(=O)/C(=N\Nc1ccccc1)Oc1ccc([N+](=O)[O-])cc1	4%	-5%	0.8	-1%	-1	27%	8%	-3%	0%
Cc1cccc(NC(=O)CN2C(=O)N/C(=C/c3cc(C)n(C)c3C)C2=O)c1	-13%	6%	1.8	8%	9	-16%	-3%	-13%	36%
CC1c2cc3c(cc2CCN1CC(=O)Nc1ccccc1)OCCCO3 (stereo not drawn)	-2%	-1%	-3.9	-14%	8	-1%	0%	-13%	-24%
COc1ccccc1NC(=O)c1cc2c(cc1Cl)N1CCCCCC1=NS2(=O)=O	-5%	-4%	3.8	-9%	-6	5%	2%	10%	x
Cc1ccc(S(=O)(=O)N2CCCCC2CCNC(=O)C(=O)NC2CCCC2)cc1 (stereo not drawn)	-6%	-8%	-1.1	12%	1	7%	4%	-6%	26%
O=C(CCN1CCc2ccccc2C1)Nc1cccc(F)c1	0%	3%	6.0	0%	4	-4%	3%	-5%	-6%
O=C1N=C2N(CCN3CCCCC3)c3ccccc3N2/C1=C\c1ccc([N+](=O)[O-])s1	-9%	0%	-0.3	9%	-2	4%	7%	-12%	29%
CCOc1nc2cnccc2n(CC(=O)Nc2ccccc2C(=O)OC)c1=O	-9%	-1%	1.0	-8%	3	x	-1%	-6%	-20%
O=c1cc(C(F)(F)C(F)F)oc2ccccc12	2%	-2%	5.5	15%	x	7%	1%	1%	-17%
COc1cccc(S(=O)(=O)Nc2ccc(C(=O)N3CCN(C(=O)c4ccco4)CC3)cc2)c1	-2%	1%	-3.1	10%	x	7%	7%	-3%	13%
Cc1ccc(S(=O)(=O)c2ccc([N+](=O)[O-])cn2)cc1	-10%	u	-2.7	-23%	1	-92%[inhibitor]	-75%[inhibitor]	u	1%
O=C(NCc1ccc(Cl)cc1)c1ccc2c(=O)n(CC3CCCO3)c(=S)[nH]c2c1 (stereo not drawn)	-3%	2%	-2.4	1%	5	-15%	-6%	u	17%
Cc1ccc(NC(=O)CN(C)C(=O)c2cc3ccccc3o2)cc1	2%	0%	0.4	-1%	3	-9%	-3%	-4%	8%
O=C(c1cccc(C(F)(F)F)c1)C1CCCN(C(=O)Cn2cncn2)C1 (stereo not drawn)	-8%	7%	-0.2	0%	-11	x	-2%	-4%	-2%
O=C(NCc1ccccc1)C1CCN(S(=O)(=O)c2cc([N+](=O)[O-])ccc2Cl)CC1	-6%	-17%[57.1 µM]	-3.3	0%	5	-8%	5%	0%	10%
C[C@H](CO)N1C[C@H](C)[C@@H](CN(C)C(=O)Nc2ccccc2)Oc2ncc(-c3ccc(C#N)cc3)cc2C1=O	-22%	-5%	-1.0	7%	4	15%	2%	-15%	7%
CC1(C)CC(=O)c2c(n(S(=O)(=O)c3ccccc3)c3ccc(NS(=O)(=O)c4ccccc4)cc23)C1	3%	0%	0.4	-23%	0	-8%	-7%	-13%	26%
CCC(NC(=O)c1cc(COc2c(F)cccc2F)on1)c1ccncc1 (stereo not drawn)	2%	-35%	-4.8	11%	4	-14%	0%	-2%	x
Cc1cc(C)c2c(N)c3ccccc3nc2n1	-2%	17%	-3.6	-1%	x	-5%	-5%	-4%	18%
CCC(=O)Nc1ccc2oc(-c3cccc(C)c3)nc2c1	-11%	-9%	0.0	-12%	u	-24%	-13%	3µM*	26%
CC1(C)CC(=O)C=C(Nc2ccccc2O)C1	1%	2%	-0.2	11%	9	3%	0%	-6%	1%
COc1ccc([N+](=O)[O-])cc1NC(=O)C(C)OC(=O)C1c2ccccc2Oc2ccccc21 (stereo not drawn)	5%	3%	0.2	-18%	12	13%	0%	-14%	x
C=CCn1cnc2c(c1=O)c1nc3ccccc3nc1n2/N=C/c1cccc(OC)c1	0%	-3%	-2.8	-13%	x	7%	-1%	-1%	-21%
O=C(c1ccc(Cl)cc1)N1CCN(C(=O)c2ccco2)CC1	10%	-21%	1.3	1%	-7	-13%	2%	-9%	-6%
COc1cccc(CN(C)C(=O)CCc2nnc(-c3ccsc3)o2)c1	1%	-1%	-4.8	3%	1	-4%	-9%	-9%	1%
Cc1cc(NC(=O)CC2CCCC2)ccc1Br	4%	-7%	0.8	-17%	8	41%	2%	-7%	-3%
COC(=O)c1sc2cc(C(F)(F)F)cnc2c1-c1ccccn1	1%	12%	-4.1	-9%	2	7%	-1%	-14%	-11%
O=C(NCC(=O)N(c1ccccc1)C(C(=O)NC1CCCC1)c1cccnc1)c1cccs1 (stereo not drawn)	11%	-5%	0.9	-3%	x	7%	6%	-10%	-5%
Cc1ccc(Cc2nc3ccccc3n2C(CCc2ccccc2)c2nc3ccccc3[nH]2)cc1 (stereo not drawn)	1%	-1%	-0.3	1%	13	10%	1%	5%	-2%
O=C(c1ccc2c(c1)C(=O)N(c1ccc(Cl)cc1)C2=O)N1CCN(c2ccccn2)CC1	-4%	-14%[57.1 µM]	-0.5	2%	-6	-7%	-1%	-4%	-8%
COCc1nn2c(N)c(-c3ccccc3)cnc2c1-c1ccccc1	9%	4%	-5.4	3%	0	1%	-4%	0%	8%
Cc1ccc(C(=O)N2CC(C)CC(C)C2)cc1NC1=NC2CS(=O)(=O)CC2S1 (stereo not drawn)	3%	6%	-1.5	-7%	-3	4%	0%	-1%	-8%
COc1ccc(N(CC(=O)NCCC2=CCCCC2)S(=O)(=O)c2ccccc2)c(OC)c1	9%	-4%	-0.6	2%	4	-1%	0%	-5%	-2%
Cc1cc(C)n2nc(SCC(=O)N(C)c3ccccc3)nc2n1	-2%	-2%	0.8	9%	x	9%	5%	-30%	-3%
O=C(O)c1cccc(NC2=Nc3cccc4cccc2c34)c1	-1%	-1%	-0.8	-2%	0	-9%	0%	-11%	-8%
CSc1ccc(/C=C/C(=O)OCC(=O)NC2CCCC2)cc1	-11%	10%	-0.3	6%	2	-41%[inhibitor]	-1%	0%	-46%[inhibitor]
COc1cc(C(=O)OC(C)CN2CCCC2)cc(OC)c1OC (stereo not drawn)	-3%	6%	-0.7	-1%	1	13%	-14%	-5%	9%
Cn1cccc1/C=N/NC(=O)Cc1cccs1	11%	6%	-6.1	3%	1	-8%	-6%	-13%	17%
O=C(Cn1c2ccc(F)cc2c2nc3n(c(=O)c21)CCS3)NC1CCCC1	13%	9%	0.1	11%	5	2%	-2%	-13%	21%
CC(=O)c1cccc(NC(=O)c2cc(S(=O)(=O)N3CCCCC3)ccc2N2CCOCC2)c1	-5%	1%	-2.6	13%	0	6%	6%	5%	28%
C=CCNc1nc2c(c(=O)n(C)c(=O)n2C)n1CCCCCC	-6%	11%	-3.6	0%	7	9%	10%	1%	25%
CCOC(=O)C1=CN(CC)S(=O)(=O)NC1CC (stereo not drawn)	10%	0%	-0.4	0%	-5	11%	0%	-6%	-15%
CN1C(=O)N(CC(=O)Nc2sccc2C(N)=O)C(=O)C12CCCCC2	1%	-5%	-0.6	11%	-17	-5%	1%[1.84 µM]	-6%	43%
COc1ccc(Cn2c(=S)[nH]c3cc(C(=O)NCc4cccnc4)ccc3c2=O)cc1	-1%	-22%	3.9	-16%	-8	-22%	-3%	-1%	7%
COCCNC(=O)C(C(=O)c1ccc(F)cc1)n1cc(C)ccc1=O (stereo not drawn)	1%	-2%	0.0	-1%	-1	2%	4%	-3%	3%
COc1ccc(/C=C/C(=O)O)cc1S(=O)(=O)NCc1ccccc1	11%	5%	-2.7	10%	-7	-6%	-9%	-16%	4%
COc1ccc(OC)c(NC(=O)c2cc3sccc3n2C)c1	16%	-14%	0.7	-7%	x	-3%	-10%	-12%	35%

Rewritten in markdown: part of the list above.
| smiles | EPAC1 agonist | WRN inhibitor | IL-2 act | EPAC1 antagonist | PI5P4Ka inh | Abeta rescue | aSyn yeast inh | PLK1 PBD block | FUS yeast rescue |
| --- | --- | --- | --- | --- | --- | --- | --- | --- | --- |
| COc1cc(C(=O)OC(C)CN2CCCC2)cc(OC)c1OC (stereo not drawn) | -3% | 6% | -0.7 | -1% | 1 | 13% | -14% | -5% | 9% |
| Cn1cccc1/C=N/NC(=O)Cc1cccs1 | 11% | 6% | -6.1 | 3% | 1 | -8% | -6% | -13% | 17% |
| O=C(Cn1c2ccc(F)cc2c2nc3n(c(=O)c21)CCS3)NC1CCCC1 | 13% | 9% | 0.1 | 11% | 5 | 2% | -2% | -13% | 21% |
| CC(=O)c1cccc(NC(=O)c2cc(S(=O)(=O)N3CCCCC3)ccc2N2CCOCC2)c1 | -5% | 1% | -2.6 | 13% | 0 | 6% | 6% | 5% | 28% |
| C=CCNc1nc2c(c(=O)n(C)c(=O)n2C)n1CCCCCC | -6% | 11% | -3.6 | 0% | 7 | 9% | 10% | 1% | 25% |
| CCOC(=O)C1=CN(CC)S(=O)(=O)NC1CC (stereo not drawn) | 10% | 0% | -0.4 | 0% | -5 | 11% | 0% | -6% | -15% |
| CN1C(=O)N(CC(=O)Nc2sccc2C(N)=O)C(=O)C12CCCCC2 | 1% | -5% | -0.6 | 11% | -17 | -5% | 1%[1.84 µM] | -6% | 43% |
| COc1ccc(Cn2c(=S)[nH]c3cc(C(=O)NCc4cccnc4)ccc3c2=O)cc1 | -1% | -22% | 3.9 | -16% | -8 | -22% | -3% | -1% | 7% |
